TexasRed fluor – counter-screen for TRb-SRC2 inhibitors: fluorescence interference | TRb/SRC2 Texas Red total fluorescence interference | Potency, µM (doses to about 106 µM), for inactives: at the highest dose fluorescence change, negative = quenching | 0.29% of 280,000 active; active = well fitted curve in either direction with a large enough effect; inconclusive = small, poorly fitted or top-dose-only effect; also: % is scaled to controls: 0 for no effect and ±100 for the full control effect
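Human TRb ligand-binding domain at 0.6 uM with 20 nM Texas Red SRC2 peptide in Tris buffer containing 1 uM T3 and 5% DMSO, incubated with compound 5 h at ambient temperature. Total fluorescence (555/632 nm) calculated as parallel + 2 × perpendicular.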
SMN2 splice enh – enhancers of SMN2 splice variant expression. 2.8% of 210,000 active. AID 1458. HEK293 SMN2-luciferase splicing reporter, luminescence, 30-36 h. Potency, µM (series often up to 46.1 µM), for inactives: at the highest dose activity change, positive = activation, hits mostly activators; also: % of control where 0% means no effect; nearly all actives have a fitted effect of over 55% in size
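HEK293 cells carry an SMN2 minigene-luciferase reporter in which exon 7 inclusion puts luciferase in frame. Cells were seeded at 2000 cells/well, attached for 10-12 hours, then exposed to compounds for 30-36 hours at 37C before ONE-Glo luminescence.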
TRb-SRC2 inh – inhibitors of human thyroid hormone receptor beta-SRC2 interaction; P10828; TRbeta-SRC2 peptide binding, fluorescence polarization; receptor liganded with 1 µM T3; Potency, µM (doses to about 106 µM), without a hit: at the highest dose activity change, negative = inhibition, hits mostly inhibitors; 0.065% of 280,000 active;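 also: plate controls were bound peptide for no effect and peptide without receptor for full effect; nearly all actives have a fitted effect of over 50% in size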
Target sequence (P10828 whole entry, looked up): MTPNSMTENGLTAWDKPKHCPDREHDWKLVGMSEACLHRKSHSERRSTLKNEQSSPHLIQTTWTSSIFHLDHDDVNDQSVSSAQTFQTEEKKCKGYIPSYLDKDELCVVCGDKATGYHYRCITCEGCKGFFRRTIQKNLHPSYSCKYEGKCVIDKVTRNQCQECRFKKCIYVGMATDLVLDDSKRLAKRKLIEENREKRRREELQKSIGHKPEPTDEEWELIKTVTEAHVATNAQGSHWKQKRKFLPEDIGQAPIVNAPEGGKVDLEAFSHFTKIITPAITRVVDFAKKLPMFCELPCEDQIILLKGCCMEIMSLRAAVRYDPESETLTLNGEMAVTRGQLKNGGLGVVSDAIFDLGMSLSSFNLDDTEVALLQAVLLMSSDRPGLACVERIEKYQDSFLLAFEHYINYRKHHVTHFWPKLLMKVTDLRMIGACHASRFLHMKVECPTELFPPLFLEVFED
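Polarization signal, normalized between peptide-alone and full complex controls, measured compound effects on T3-liganded human TRb LBD (0.6 uM) binding 20 nM Texas Red SRC2 peptide after 5 hr.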
* hit, by the source's call; ? = inconclusive; [ ] = another dose, or the depositor's remark. Unless noted, calls follow the shape of the dose curve; as a rule, active = well fitted curve in the direction sought with a large enough effect; inconclusive = small, poorly fitted or top-dose-only effect, or another doubt; inactive = no such curve, though single readings can be large; an effect the other way counts as inactive or inconclusive. Potency is read from the fitted curve at half-maximal effect. This is a subset; the hit share may differ from the screen's.

canonical_smiles,TexasRed fluor,SMN2 splice enh,TRb-SRC2 inh
CCCCNc1nc2c(c(=O)n(Cc3ccccc3)c(=O)n2C)n1C,-3%,14%,-2%
COc1cccc(NC(=O)CSc2ncc(S(=O)(=O)c3ccc(C)c(C)c3)c(=O)[nH]2)c1,0%,-1%,-3%
O=C(c1ccc2c(c1)N(Cc1ccc(F)cc1)C(=O)c1ccccc1S2(=O)=O)N1CCCCCC1,-32%,-3%,0%
Cc1ccc(C(=O)c2cn(Cc3ccc(Cl)cc3)c3nc(C)ccc3c2=O)cc1,4%,-9%,0%
COCCCN1C(=O)N(c2ccccc2)C(=O)C1CC(=O)Nc1ccc(F)cc1 (stereo unspecified),-2%,-6%,5%
CCOC(=O)c1ccc(NC(=O)C(C)N(c2ccc(OCC)cc2)S(C)(=O)=O)cc1 (stereo unspecified),-3%,6%,9%
CCCOc1cccc(C(=O)Nc2cc(-c3ccccc3)no2)c1,11%,14µM*,2%
CCOC(=O)c1sc2ncn(CC(=O)Nc3ccc(F)cc3F)c(=O)c2c1C,-1%,-4%,-3%
COc1cc(OC)c(NC(=O)Nc2sc3nc4n(c(=O)c3c2C)CCC(C)CC4)cc1Cl (stereo unspecified),2%,-5%,7%
CC(=O)Nc1cccc(NC(=O)c2c(-c3ccccc3)c(-c3ccccc3)nn(C)c2=O)c1,-2%,-1%,-5%
CC(C)(C)NC(=O)CSc1nc(-c2ccc(F)cc2)cc(C(F)(F)F)n1,2%,18%,-5%
CCOC(=O)c1ccc(NC(=O)CN(c2ccc(C)cc2)S(=O)(=O)c2ccc(OC)cc2)cc1,-4%,-8%,14%
CCOC(=O)C(C)Nc1ncnc2onc(C)c12 (stereo unspecified),-2%,5%,-7%
Cn1c2c(c(=O)n(C)c1=O)C(c1cc(Br)ccc1F)CC(=O)N2 (stereo unspecified),0%,-5%,-6%
COc1ccc(C)cc1N(C)C(=O)CCc1nc(-c2ccccc2F)no1,0%,-10%,3%
Cc1ccc(-n2c(=O)c3ccc(C(=O)NCc4ccccc4Cl)cc3n(Cc3cccc(F)c3)c2=O)cc1,1%,-1%,1%
COc1ccc(C)cc1NS(=O)(=O)c1ccc2c(c1)[C@H]1C=CC[C@H]1[C@@H](c1cccc(Cl)c1)N2,-4%,-1%,3%
COc1cccc(N2CCN(Cc3cc(=O)oc4cc(C)ccc34)CC2)c1,-4%,-4%,6%
Cc1cccc(-n2c(N)cc(=O)nc2SCC(=O)Nc2ccc(F)cc2)c1C,3%,1%,8%
Cc1cccc(-c2nc(SCC(=O)Nc3ccc4c(c3)OCCO4)c(-c3ccccc3)[nH]2)c1,-2%,-41%[inhibitor],0%
COc1ccc(C(=O)NCCn2cc(SCc3cc(C)ccc3C)c3ccccc32)cc1,-2%,-51%[inhibitor],7%
Cc1ccc(S(=O)Cc2ccc(C(=O)NC3CCCCCC3)o2)cc1 (stereo unspecified),-1%,12%,-4%
Cc1ccc(Nc2nc(C)c(NC(=O)c3ccc(C)cc3)c(Nc3ccc(C)cc3)n2)cc1,-2%,8%,-4%
COc1cc(Cl)c(C)cc1Nc1nc2ccccc2nc1NS(=O)(=O)c1ccccc1,-1%,-13%,5%
CC1CCN(Cc2c(O)ccc3c(=O)c(Oc4ccccc4Cl)c(C(F)(F)F)oc23)CC1,1%,-1%,-3%
COc1ccccc1N1CCN(C(=O)c2cn(C)c3ccc(S(=O)(=O)N4CCOCC4)cc3c2=O)CC1,-1%,4%,0%
Cc1cccc(C(=O)Nc2cc3c(cc2N2CCCCC2)n(C)c(=O)n3C)c1,-1%,-4%,3%
COc1cc(CN(C(=O)c2ccc(Cl)cc2)C2CCS(=O)(=O)C2)cc(OC)c1OC (stereo unspecified),7%,-8%,0%
COc1ccc(NC(=O)c2c(C)oc3ccc(O)c(CN4CCC(C)CC4)c23)cc1,?,-12%,-6%
Cc1c(Cl)cccc1N1CC(c2nc3ccccc3n2Cc2ccccc2F)CC1=O (stereo unspecified),4%,-1%,-1%
Cc1ccc(C)c(CN2C(=O)c3ccccc3S(=O)(=O)c3ccc(C(=O)N4CCN(c5ccccc5F)CC4)cc32)c1,2%,-18%,0%
CCCCc1cc(=O)oc2cc(C)c3c(C)coc3c12,5%,?,-5%
Cc1ccc2oc(C(=O)Nc3cccc(Cl)c3)cc(=O)c2c1,-71%,3%,-7%
CCOC(=O)c1cccc(NC(=O)CCCn2c(C)c3cnn(-c4ccccc4)c(=O)c3c2C)c1,-2%,-7%,-3%
COc1cc(C2c3c(-c4ccccc4O)n[nH]c3C(=O)N2Cc2ccncc2)ccc1O (stereo unspecified),-1%,12%,-11%
Cc1ccccc1-c1nc(CN2CCCC(C(=O)NCc3ccc(Cl)cc3)C2)c(C)o1 (stereo unspecified),-20%,1%,1%
CCCCN1C(=O)c2[nH]nc(-c3ccccc3O)c2C1c1cccc(OCc2ccccc2)c1 (stereo unspecified),-3%,-12%,1%
CCOC(=O)c1c(NC(=O)CSc2cn(CCNC(=O)c3ccc(OC)cc3)c3ccccc23)sc2c1CCCC2,-15%,3%,12%
N#Cc1c(-n2ncnc2-c2ccc(Br)cc2)sc2c1CCCCC2,0%,6%,-7%
CCOCCCN(Cc1ccco1)C(=O)c1cc2c(s1)-c1c(C)cccc1OC2,?,-7%,-9%
CCOc1cc(CNCCSc2nnnn2C)ccc1OCc1ccc(Cl)cc1Cl,-1%,-29%,-1%
Cc1cc(N)c(-n2cc3c(c2-c2ccc(Br)cc2)c(=O)n(C)c(=O)n3C)cc1C,1%,4%,-7%
Cc1cc(NC(=O)C(C)C)cc(-c2nc3ncccc3o2)c1O,2%,2%,1%
Cc1ccc(C)c(NC(=O)Cn2c(=O)n(CCCS(=O)(=O)C3CCCCC3)c(=O)c3ccccc32)c1,1%,-1%,0%
CC1CCCCN1CCCNC(=O)Cn1ncc2c3ccccc3n(C)c2c1=O (stereo unspecified),1%,-27%,1%

Entries of single compounds from above.
Cc1ccc(C)c(CN2C(=O)c3ccccc3S(=O)(=O)c3ccc(C(=O)N4CCN(c5ccccc5F)CC4)cc32)c1 is listed with TexasRed fluor: 2%; SMN2 splice enh: -18%; TRb-SRC2 inh: 0%
COc1cc(C2c3c(-c4ccccc4O)n[nH]c3C(=O)N2Cc2ccncc2)ccc1O (stereo unspecified) is listed with TexasRed fluor: -1%; SMN2 splice enh: 12%; TRb-SRC2 inh: -11%

Next structures:
canonical_smiles,TexasRed fluor,SMN2 splice enh,TRb-SRC2 inh
COc1ccccc1-c1nc(SCC(=O)c2ccc(Cl)cc2)n[nH]1,-12%,14%,-1%
CCOc1ccc(Nc2cc(C(=O)NCc3ccccc3Cl)c3ccccc3n2)cc1,-2%,2%,4%
COc1ccc(CCNC(=O)CCn2c(=O)c3ccccc3n(Cc3ccccc3)c2=O)cc1OC,-19%,1%,7%
CCCN(c1ccc(C(C)C)cc1)S(=O)(=O)c1ccc2c(c1)oc(=O)n2CC(=O)OCC,-9%,-19%,6%
CCCCOc1ccc(C(=O)Nc2cc(-c3ccc(C)cc3)no2)cc1,2%,4%,1%
CCOc1ccc(C(=O)N(Cc2sccc2C)C2CCS(=O)(=O)C2)cc1 (stereo unspecified),?,-6%,-5%
CSc1cccc(NC(=O)CN2C(=O)COc3ccc(Cl)cc32)c1,0%,-25%,-3%
CCCS(=O)(=O)c1nc(S(=O)(=O)c2ccc(C)cc2)c(NCCCOC(C)C)s1,-2%,-4%,-5%
CCCS(=O)(=O)c1c(S(=O)(=O)CCC)c2cc(CC)ccn2c1C(=O)c1ccc(Cl)cc1,-1%,-4%,10%
Cc1cccc(-n2c(-c3ccco3)nc3c(cnn3-c3ccc(F)cc3)c2=O)c1,-1%,-63%[inhibitor],-5%
Cc1ccccc1Nc1c(-c2ccsc2)nc2c(C)cccn12,-1%,13µM*,5%
CCC(CC)c1nn2c(=O)cc(COc3ccc(NC(=O)c4cccc(Cl)c4)cc3)nc2s1,-1%,3%,2%
CCCCOc1cccc(C2c3c(oc4ccccc4c3=O)C(=O)N2c2ccccn2)c1 (stereo unspecified),-11%,6%,-1%
CCN(c1ccccc1)S(=O)(=O)c1ccc(NC(=O)c2cc(=O)c3ccccc3o2)cc1,9%,3%,8%
Cc1ccc(-c2nnn3c2nc(NCCc2ccc(Cl)cc2)c2ccccc23)cc1,-1%,-7%,-9%
COc1ccc(OC)c(-c2csc(-c3c(N)c(C(=O)c4ccc(Cl)cc4)n4ccccc34)n2)c1,-1%,1%,7%
CCOc1cc(C(=O)Nc2cccc3cccnc23)cc(OCC)c1OCC,-2%,?,3%
CCOc1ccc(-c2cc(OC(=O)c3ccc(OC)cc3)c3c(C)oc(C)c3c(=O)c2)cc1,4%,-9%,-3%
CCCCN(CCCC)C1=C(C(=O)c2ccccc2)N(CC)S(=O)(=O)c2ccccc21,-1%,-7%,5%
CCN(Cc1ccccc1)C(=O)C(CC(C)C)NS(=O)(=O)c1ccc2c(c1)CCN2C(C)=O (stereo unspecified),-1%,0%,-4%
Cc1ccc(C)c(NC(=O)c2ccc3c(c2)CCCN3S(C)(=O)=O)c1,-2%,1%,-5%
Cc1c(Cl)cccc1NC(=O)c1cc2nc(-c3ccc4c(c3)OCO4)cc(C(F)(F)F)n2n1,?,-5%,-8%
O=C(C1CCN(S(=O)(=O)c2ccc(Br)s2)CC1)N1CCN(c2cccc(C(F)(F)F)c2)CC1,-4%,-22%,0%
O=C(Cn1nnc(-c2cccc(C(F)(F)F)c2)n1)NCc1ccc(F)cc1,-9%,-7%,0%
Cc1cc(S(=O)(=O)Nc2cccc(C(=O)O)c2)c(C)c(S(=O)(=O)c2ccccc2)c1,?,-3%,0%
O=c1c(S(=O)(=O)c2ccc(Cl)cc2)cn(Cc2ccc(F)cc2)c2ccc(F)cc12,-2%,2%,-3%
Cc1cccc(NC(=O)c2sc3nc4c(cc3c2N)CN(C(C)C)CC4)c1,-5%,-60%[inhibitor],5%
CC(=O)c1cccc(NC(=O)Cn2nc(C(F)(F)F)c3c2CCC3)c1,4%,-28%,0%
Cc1ccc(NC(=O)Cc2coc3ccc(C(C)C)cc23)c(C)c1,4%,-13%,-5%
Cc1ccccc1Nc1c(-c2c(F)cccc2Cl)nc2ccc(Br)cn12,-2%,-11%,2%
COc1cccc(C(=O)N(Cc2ccc(N(C)C)cc2)Cc2ccco2)c1,1%,-1%,1%
Cc1ccc2nc(-c3ccc(NC(=O)Cc4ccccc4)cc3)sc2c1,4%,?,3%
COCCn1c(CCC(=O)Nc2cc(C)ccc2C)nc2cccnc21,-2%,8%,-7%
O=C(CN1C(=O)CCSc2ccccc21)Nc1ccccc1F,4%,12%,2%
COc1ccc(-c2nc3ccccc3o2)cc1NC(=O)c1ccc(OCC(C)C)cc1,-5%,-5%,1%
Cc1ccc2cccc(NC(=O)COc3ccccc3Cl)c2n1,16µM*[quencher],8%,-15%
Cc1ccc(-c2cc(C(F)(F)F)n3nc(C(=O)Nc4ccc(Cl)c(C(F)(F)F)c4)cc3n2)cc1,-7%,4%,2%
CCCCC(=O)OC1=C(C(=O)c2ccccc2)N(C)S(=O)(=O)c2ccccc21,1%,12%,-12%
Cc1ccc(Cl)cc1N1CCN(C(=O)CCCn2c(=O)[nH]c3ccc(Br)cc3c2=O)CC1,-1%,-9%,8%
COCCn1c(=O)[nH]c2cc(C(=O)N3CCN(c4ccccc4)CC3)ccc2c1=O,0%,-7%,-6%
CCN(CC)c1cc(C)c2cc(NC(=O)c3ccccc3Cl)ccc2n1,-4%,-11%,2%
Brc1ccc(Nc2c3c(nc4nncn24)CCC3)cc1,0%,2%,-13%
COc1ccc(N2CCN(C(=O)c3nc(SC)ncc3Cl)CC2)cc1,9%,-14%,-5%
Cc1ccc(-c2nnc3c4ccccc4c(-c4ccccc4)nn23)cc1,?,6%,-14%
COC(=O)c1c(NC(=O)COc2cc(C)c(Cl)c(C)c2)sc2c1CCCC2,10%,2%,7%
CCN1CCN(c2cc(C)c3cc(NC(=O)/C=C/c4cccc(OC)c4OC)ccc3n2)CC1,-6%,?,5%

Retrieved one by one from the list above, two records:
canonical_smiles,TexasRed fluor,SMN2 splice enh,TRb-SRC2 inh
Brc1ccc(Nc2c3c(nc4nncn24)CCC3)cc1,0%,2%,-13%
Cc1ccc(-c2nnc3c4ccccc4c(-c4ccccc4)nn23)cc1,?,6%,-14%

From PubChem
